High-throughput results deposited in PubChem by National Center for Advancing Translational Sciences (NCATS).
N370S GC = inhibitors or activators of N370S glucocerebrosidase for Gaucher disease; P04062; N370S GC spleen homogenate, 4MU-glucoside fluorescence; Potency, µM (doses to about 59.4 µM), inactives show at the highest dose activity change, negative = inhibition, hits mostly inhibitors; 330,000 tested, 0.092% active; AID 2101;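 further: 0% = full enzyme activity and -100% = no enzyme basal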
GCN5L2 inh = GCN5L2 (KAT2A) acetyltransferase inhibition | Q92830 | GCN5L2 HAT assay, ThioGlo1 CoA-SH fluorescence | Potency, µM (doses to about 58.9 µM), without a hit: at the highest dose activity change, negative = inhibition, most hits filed as inhibitors | 390,000 tested, 0.21% active
Target sequence (Q92830 whole entry, looked up): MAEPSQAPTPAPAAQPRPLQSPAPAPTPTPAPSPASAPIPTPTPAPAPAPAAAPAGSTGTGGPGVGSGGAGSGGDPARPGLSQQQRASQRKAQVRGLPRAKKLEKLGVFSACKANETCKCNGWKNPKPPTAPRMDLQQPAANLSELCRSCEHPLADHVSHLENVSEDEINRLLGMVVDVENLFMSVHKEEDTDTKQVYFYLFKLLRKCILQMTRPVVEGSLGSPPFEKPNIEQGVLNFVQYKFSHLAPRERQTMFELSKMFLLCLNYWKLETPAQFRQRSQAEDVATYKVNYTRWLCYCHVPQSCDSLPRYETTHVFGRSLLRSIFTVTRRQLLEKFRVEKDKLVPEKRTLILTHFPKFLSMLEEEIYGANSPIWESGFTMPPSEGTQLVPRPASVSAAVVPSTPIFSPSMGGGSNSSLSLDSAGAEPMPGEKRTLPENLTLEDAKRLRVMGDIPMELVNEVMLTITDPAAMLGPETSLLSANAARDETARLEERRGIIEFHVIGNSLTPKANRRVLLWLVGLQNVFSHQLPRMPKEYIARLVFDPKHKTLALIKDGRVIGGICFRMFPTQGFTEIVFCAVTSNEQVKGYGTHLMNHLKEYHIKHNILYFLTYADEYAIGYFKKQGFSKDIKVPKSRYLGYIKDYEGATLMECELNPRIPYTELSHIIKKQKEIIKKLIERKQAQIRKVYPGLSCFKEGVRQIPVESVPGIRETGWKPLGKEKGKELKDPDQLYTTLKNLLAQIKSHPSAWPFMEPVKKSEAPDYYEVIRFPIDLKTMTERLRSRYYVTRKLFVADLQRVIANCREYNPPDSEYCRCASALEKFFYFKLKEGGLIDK
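Titration-based screen in which CoA formation is detected via maleimide probe ThioGlo1 (50uM) turning fluorescent on thiol reaction; substrates H3(1-25) 75uM and acetyl-CoA 70uM, GCN5L2 20nM, 20 min incubation at room temperature.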
FEN1 inhibitor = human FEN1 inhibition. Recombinant FEN1 flap cleavage, fluorescence, 15 min. Potency, µM (highest dose often 114 µM), without a hit: top-dose activity change, negative = inhibition, actives largely listed as inhibitors. 390,000 tested, 0.35% active; further: nearly all actives have a fitted effect of over 65% in size
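Compounds are tested as a concentration series against 10 nM FEN1; after a 15 min room-temperature preincubation, 50 nM substrate starts cleavage, with plate reads at 0 and 15 min. Normalized responses are fitted by a Hill equation.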
Active calls of the source: *; ? = inconclusive; . = no result given; & = joins results of further samples; [ ] = dose if it differs, or a comment. The call rests on the fitted dose curve; in most records, active means well fitted curve in the direction sought with a large enough effect; inconclusive means small, poorly fitted or top-dose-only effect, or another doubt; inactive means no such curve, though single readings can be large; an effect the other way counts as inactive or inconclusive. Unless noted, on the % scale 0 is the no-effect control and ±100 the full control effect; potency means the concentration at half of the fitted maximal effect. The order is random. About 0.54% of those tested had a hit in this group.

smiles | N370S GC | GCN5L2 inh | FEN1 inhibitor
CCOC(=O)c1c(C)nc2c(c1-c1ccccc1)C(=O)CCC2 | 2% | -3% | 2%
Cc1cccc(OC(C)C(=O)OCC(=O)N2CCN(c3ccccc3)CC2)c1 (centres undefined) | . | 2% | 3%
COc1ccc(Cl)cc1NC(=O)NCCN1CCCCC1 | 16% | 1% | -3%
CCN(CC)S(=O)(=O)c1ccc(S(=O)(=O)Nc2ccc3c(c2)oc2ccccc23)cc1 | -7% | -3% | -11%
CCc1nc2cccnc2n1-c1ccc(CC(=O)Nc2cccc(C)c2C)cc1 | . | 3% | -5%
CN(CC(=O)Nc1ccccc1C(=O)NC1CC1)Cc1ccc(Cl)cc1 | . | -8% | -10%
CC(/C=C/c1ccco1)=N\NC(=O)COc1ccc(C)c(C)c1 | 5% | 4% | -4%
COCCSc1ccccc1C(=O)Nc1cccnc1 | 1% | -18% | 9%
O=C(CNC(=O)c1ccc(OC(F)F)cc1)NCC1(N2CCOCC2)CCCCC1 | . | 2% | -5%
Clc1ccccc1-c1ccc(/C=N/Nc2nncc(-c3ccccc3)n2)o1 | 1% | 0% | -13%
Cc1cccc2c(CC(=O)O)noc12 | 0% | 1% | -2%
CCN(CC)C(=O)C1CCN(S(=O)(=O)c2ccc(C3CNC(=O)C3)cc2)CC1 (centres undefined) | -1% | -1% | 0%
COCc1cc(=O)[nH]c2cc(NC(=O)C(F)(F)F)c(C)cc12 | -14% | 1% | 0%
Cc1sc2ncnc(N3CCC(C(=O)NNC(=O)COc4ccccc4F)CC3)c2c1C | -12% | -7% | 3%
Cc1ccc(S(=O)(=O)N(C)C)cc1NC(=O)COC(=O)CC1CCCC1 | 4% | -1% | -4%
CCOC(=O)c1sc(N)c(C(N)=O)c1C | 30% | -5% | -5%
CC(Oc1ccc(Cl)cc1Cl)C(=O)NC1CCSC1=O (centres undefined) | 7% | -3% | 13%
Nc1cccc(C(=O)OCC(=O)NC2CCCc3ccccc32)c1 (centres undefined) | 0% | -7% | 14%
COc1cccc(OCCn2cc(/C=N/NC(=O)c3ccncc3)c3ccccc32)c1 | -5% | -6% | -24%
CC(=O)Nc1ccc(S(=O)(=O)NCCc2ccccn2)cc1 | -3% | -5% | -1%
Cc1ccc(C(C)C)c(OCc2ccc(C(=O)N/N=C/c3ccc(O)c(O)c3)cc2)c1 | 10% | -13% | ?
COc1ccc(C(C)(C)C)cc1NC(=O)CSc1ncn[nH]1 | -6% | -3% | -17%
COc1cccc(NC(=O)COc2cccc(-n3cnnn3)c2)c1 | -6% | 3% | -1%
CCCCn1c(N)c(N(CCOC)C(=O)CSCc2cccc(C)c2)c(=O)[nH]c1=O | -5% | 1% | -5%
COC(=O)[C@@]1(Cc2ccc(OC)cc2)[C@H]2c3cc(C(=O)N(C)C)n(C[C@H](O)CO)c3C[C@H]2CN1C(=O)c1ccccc1 | 5%&-4% | -6% | -10%
Cc1ccnc(N2CCC(C(=O)Nc3ccc(Oc4ccccc4)cc3)CC2)n1 | -1% | -3% | -3%
O=C(NC12CC3CC(CC(C3)C1)C2)c1cc([N+](=O)[O-])ccc1Cl | 4% | -22% | 5%
COc1ccc(C(=O)C(Cc2cc(C(C)=O)ccc2OC)N2CCCC2)cc1 (centres undefined) | 1% | -4% | 5%
Cc1ccc(CSc2nc3nc(C)cc(C)n3n2)cc1 | 8% | -9% | 6%
Cc1cc(C)n2nc(SC(C)C(=O)N3CC(C)OC(C)C3)nc2n1 (centres undefined) | . | 2% | 1%
CC(=O)N1CCC2(CC1)CC(=O)c1cc(OCC(=O)NCc3ccco3)ccc1O2 | 6% | -5% | -1%
O=C(CSc1n[nH]c(-c2ccncc2)n1)NC1CCS(=O)(=O)C1 (centres undefined) | -4% | -4% | -5%
Cn1nc(C(=O)N2CCCCC2)c2c1-c1ccccc1S(=O)(=O)C2 | -13% | 3% | -1%
O=[N+]([O-])c1cc(/C=N/O)ccc1SCc1ccccc1 | 3% | -2% | 13%
COc1ccc(CC(=O)N/N=C(\C)CC(=O)NCc2ccco2)cc1OC | 1% | 2% | -8%
CCc1ccc(N(CC)C(=O)c2cn(C)c(=O)c3cc(OC)c(OC)cc23)cc1 | . | -2% | -15%
Cc1ccc(S(=O)(=O)N(c2cccc(C(F)(F)F)c2)C2C=CS(=O)(=O)C2)cc1 (centres undefined) | -2% | 0% | -6%
CC(=O)Oc1cc2c(C(C)=O)coc2c2ccccc12 | -5% | -11% | 3%
COc1ccc(-c2nnc(SCC(=O)NCCc3ccc(S(N)(=O)=O)cc3)o2)cc1OC | 15% | -2% | -14%
COc1ccc(NC(=O)/C(=C\c2ccc3c(c2)OCO3)NC(C)=O)cc1 | -3% | 17% | 1%
Cc1ccc(N2C(=O)c3ccccc3C2Nc2ccc(S(=O)(=O)N3CCCCC3)cc2)nc1 (centres undefined) | 6% | -6% | -15%
S=C(Nc1ccc(Br)cc1Cl)N1CCC2(CC1)OCCO2 | -17% | 0% | 3%
Cc1ccc(SCC(=O)OC(C)C(=O)NCc2ccccc2)cc1 (centres undefined) | -22% | -10% | 8%
CC(C)(C)c1cc(Br)ccc1OCC(=O)Nc1ncn[nH]1 | -1% | -1%[0.501 µM] | -9%
COc1ccc(/C=C(/NC(=O)c2ccco2)C(=O)NCc2ccco2)cc1OC | -8% | -9% | 2%
COc1ccc(C(C)=O)cc1COC(=O)CCNS(=O)(=O)c1ccc(C(C)=O)cc1 | 2% | -23% | -9%
O=C(CCN=C1NS(=O)(=O)c2ccccc21)Nc1ccc(F)cc1Cl | . | -3% | 0%
Cc1ccc(Cl)cc1N1CCN(S(=O)(=O)c2ccc3oc(=O)c4ncn(C)c4c3c2)CC1 | . | -3% | 3%
CC(=O)Nc1ccc(C(=O)OC2CCOC2=O)cc1 (centres undefined) | -10% | -3% | 5%
C=CCNC(=S)NCc1cccnc1 | 5% | 1% | -11%
CC(c1nccs1)N(C)c1nc2nonc2nc1N(C)C (centres undefined) | -7% | 0% | 12%
CC(=O)SC(C[N+](=O)[O-])c1cn(C(C)=O)c2ccccc12 (centres undefined) | ? | -10% | -2%
O=C(CNC(=O)c1cccs1)N/N=C/c1ccc(Cl)cc1 | -3% | -6% | -2%
Cc1ccc(S(=O)(=O)CCC(=O)N2CCN(c3ccc(Cl)cc3)CC2)cc1 | -5% | -4% | 2%
CN(C)S(=O)(=O)c1ccc(N2CCCC2)c(C(=O)Nc2ccccc2N2CCOCC2)c1 | 3% | -1% | 12%
CN(Cc1ccco1)S(=O)(=O)c1nnc(NC(=O)c2ccccc2)s1 | -11% | -4%&-2% | 2%&4%
Cc1nnc(SCc2ccccc2)c2cc3sccc3n12 | . | -10% | -2%
CCN(Cc1ccc(N(C)C)cc1)C(C)C(=O)Nc1ccc(S(=O)(=O)N2CCCC2)cc1 (centres undefined) | . | -2% | -7%
N#CCCn1cc(/C=N/NC(N)=S)c(-c2ccc(Br)cc2)n1 | 1% | -5% | -15%
CCc1ccc(OCc2nnc(SCCN3CCOCC3)n2CC)cc1 | -6% | -2% | 0%

The results go on.
smiles | N370S GC | GCN5L2 inh | FEN1 inhibitor
CC(C)=C(NC(=O)c1ccccc1)C(=O)N/N=C(\C)c1ccccc1O | 1% | -8% | -5%
Cc1ccsc1CNS(=O)(=O)c1ccc(F)cc1 | -1% | 1% | 30%
O=C(/C=C/c1ccccc1)NCc1ccco1 | 16% | ? | -5%
CCN(CC)C(=O)c1cc(-c2ccc(Cl)cc2)on1 | . | 2% | -1%
CCOc1ccc(CCNC(=O)c2ccc(=O)[nH]c2)cc1OCC | 0% | -4% | -4%
O=C(O)c1ccc(N/N=C/c2ccnc3ccccc23)cc1 | -2% | -4% | ?
Cc1ccc(-n2c(=O)c(C#N)cc3c(=O)n4ccccc4nc32)cc1C | 17% | -3% | -8%
O=C(NN1C(=O)c2cc(Br)ccc2NC1c1cc(Br)cc(Br)c1O)c1ccncc1 (centres undefined) | 10% | -5% | -5%
Cc1n(Cc2ccccc2)c2ccccc2[n+]1Cc1ccccc1 | 10% | 2% | 7%
O=C(CNC(=O)c1cnccn1)Nc1ccc(F)c(F)c1F | -12% | -9% | 31%
Cc1cccc(NS(=O)(=O)c2cccc(C(=O)Nc3cccc(C(=O)O)c3)c2)c1 | -15% | -6% | -13%
COCc1cc(NCc2ccc(Cl)cc2)nc(C)n1 | -2% | 13% | -8%
CCN(CC)C(=O)Cn1nc(-c2ccncc2)nc1SCC(=O)Nc1ccc(OC)cc1 | -17% | -6% | 2%
CCOc1ccc(NC(=O)CN(c2ccc(OCC)cc2)S(=O)(=O)c2c(C)[nH]c(=O)[nH]c2=O)cc1 | 6.3µM* | -16% | 15%
O=C(NCCCN1CCN(c2ccccc2F)CC1)c1cc2c(Cl)nc3ccccc3c2s1 | . | -1% | 7%
Cn1c(SCc2nc3cc(C(=O)O)ccc3c(=O)[nH]2)nnc1C(F)(F)F | 7% | -5% | 4%
COc1ccccc1/C=N/NC(=O)C(=O)Nc1ccccc1OC(F)(F)C(F)F | 9% | -7% | -1%
CCOc1ccc(N2CC(C(=O)N3CCCCCC3)CC2=O)cc1 (centres undefined) | -8% | -4% | 4%
CC(C)NS(=O)(=O)c1ccc(OCC(=O)N2CCN(c3ccccc3F)CC2)cc1 | . | 1% | -2%
CS(=O)(=O)N(Cc1ccc(Cl)cc1)c1ccc(C(=O)NCc2ccccn2)cc1 | -3% | 1% | -4%

Single records, as listed above. Order of values: N370S GC, GCN5L2 inh, FEN1 inhibitor
Results for `CC(C)NS(=O)(=O)c1ccc(OCC(=O)N2CCN(c3ccccc3F)CC2)cc1` = ., 1%, -2%
Results for `Nc1cccc(C(=O)OCC(=O)NC2CCCc3ccccc32)c1` (centres undefined) = 0%, -7%, 14%

Continuation.
smiles | N370S GC | GCN5L2 inh | FEN1 inhibitor
COc1ccc(CN(C)Cc2ccccc2)c(OC)c1OC | -14% | -3% | -1%
CC1Cc2ccccc2N1C(=O)CSc1nnnn1C (centres undefined) | -7% | -11% | 2%
CCOc1ccccc1C(=O)N(CN1CCCC1=O)c1cccc(Cl)c1 | -1% | 0% | -1%
COc1ccc(S(=O)(=O)N2CCCCC2)cc1NC(=O)C1CC(=O)N(Cc2ccccc2)C1 (centres undefined) | . | -7% | 10%
Cc1[nH]c2ccc(C(=O)N3CCCC3)cc2c1C | -4% | 2% | -10%
Cn1ncc(C(=O)N2CCN(c3ccccc3)CC2)c1C1CCN(C(=O)OC(C)(C)C)CC1 | . | -13% | -5%
CC(C)(C)c1ccc(C(=O)NCCc2csc3nc(-c4ccccc4F)nn23)cc1 | . | -4% | -14%
Cc1noc(C)c1C(=O)N1CCC[C@@]2(CCN(c3cccc(-c4ccccc4)c3)C2)C1 | -5% | -6% | .
COc1ccc(NC(=O)COC(=O)c2ccncc2)c(OC)c1 | -18% | 2% | 15%
CCN(CC)c1ccc(C(=O)OCC(=O)N(C)Cc2ccccc2)cc1 | 21% | -9% | -16%
Cc1nc(=O)c(-c2ccccc2)c(C)n1-c1ccccc1O | -15% | -2% | 1%
COc1ccc(-n2nc(C(=O)NCC(=O)NCCC3=CCCCC3)c3ccccc3c2=O)cc1OC | -4% | 0% | -5%
CCOC(=O)CCC(=O)NCc1ccc2c(c1)cc(C)n2C | 0% | 41%[activator] | 15%
COc1ccc(CSc2nncn2C)cc1F | 2% | 2% | 19%
Cc1ccc(NC(=O)CSc2nc(=O)n(CCCN3CCOCC3)c3c2CCCC3)cc1F | -13% | -15% | 0%
CCOC(=O)Cc1csc(NC(=O)Nc2ccc(OC(F)(F)F)cc2)n1 | 8% | ? | 2%
CCOCCc1nn2c(=O)cc(COC(=O)c3ccccc3NC(=O)C3CCCCC3)nc2s1 | . | -15% | 4%
O=C(N/N=C\c1cccc(Cl)c1)c1ccc(Cn2cccn2)o1 | -10% | -3% | 3%
C=CCCCCCCCCC(=O)N1CCN(c2cc3c(cc2F)c(=O)c(C(=O)O)cn3CC)CC1 | -5% | -4% | -3%
CCSc1nnc(-c2ccccc2SC)o1 | 1% | -8% | -4%
CN(C)CCCOc1ccc(Cl)cc1Br | . | -2% | 15%
NC(=O)Cc1ccc(C(=O)c2ccc(F)cc2)s1 | 5% | -4% | -4%
Nc1c(C(=O)O)ccc2c1C(=O)c1ccccc1C2=O | -2% | -13% | 50µM*

N370S GC, entries above that show a hit
smiles,N370S GC,GCN5L2 inh
CCOc1ccc(NC(=O)CN(c2ccc(OCC)cc2)S(=O)(=O)c2c(C)[nH]c(=O)[nH]c2=O)cc1,6.3µM*,-16%
